Bioassay records deposited in PubChem BioAssay by several laboratories.
MLLE-PAM2 inh: inhibitors of microRNA-mediated deadenylation, human PABP1 MLLE binding. P11940. GST-MLLE / FITC-PAM2 fluorescence polarization. inhibition, % at 20 µM. hit rate 0.36% among 360,000; in the data active = inhibition above about 35%, passing the limit was not always enough;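 note: plate controls were DMSO wells with GST-MLLE for no effect and wells lacking GST-MLLE protein for full effect; some results filed as inactive read as strong as hits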
Target sequence (P11940 whole entry, looked up): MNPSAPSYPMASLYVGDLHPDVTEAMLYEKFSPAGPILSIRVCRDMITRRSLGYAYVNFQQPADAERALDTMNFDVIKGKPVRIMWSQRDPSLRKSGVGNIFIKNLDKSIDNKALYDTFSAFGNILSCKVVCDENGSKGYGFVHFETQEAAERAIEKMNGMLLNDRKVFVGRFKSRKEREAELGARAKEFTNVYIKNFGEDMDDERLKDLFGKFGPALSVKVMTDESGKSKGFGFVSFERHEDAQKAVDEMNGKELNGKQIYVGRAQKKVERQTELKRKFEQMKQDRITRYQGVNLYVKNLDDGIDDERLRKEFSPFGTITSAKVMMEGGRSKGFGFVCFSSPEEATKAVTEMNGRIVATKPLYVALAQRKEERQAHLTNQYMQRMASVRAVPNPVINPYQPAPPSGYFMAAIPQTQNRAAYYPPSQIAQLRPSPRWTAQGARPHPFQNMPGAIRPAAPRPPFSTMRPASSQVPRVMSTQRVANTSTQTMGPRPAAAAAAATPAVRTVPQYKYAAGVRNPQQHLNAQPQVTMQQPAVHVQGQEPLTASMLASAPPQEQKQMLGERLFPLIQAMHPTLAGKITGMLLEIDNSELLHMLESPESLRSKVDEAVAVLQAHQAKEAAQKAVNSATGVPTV
NadD block: inhibitors of Staphylococcus aureus NadD; purified NadD enzyme, colorimetric absorbance read-out; inhibition, % at 20 µM; hit rate 0.78% among 360,000; AID 602399; in the data active = inhibition above about 26%; note: some compounds past the cut are filed as inactive
Rin1 Abl inh: blocks binding of human Rin1 to Abl; P00519+Q13671; TR-FRET Rin1/Abl binding, biochemical; inhibition, % at 7.35 µM; hit rate 0.4% among 360,000; in the data active = inhibition above about 5%, passing the limit was not always enough
MT1-MMP act inh: inhibitors of human MT1-MMP activation | P50281 | HT1080 RFP-PRO-GFP cells, GFP/RFP ratio fluorescence, overnight; percent of plate control window, DMSO zero | GFP/RFP ratio change, % at 20 µM | hit rate 0.061% among 360,000 | AID 651647;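 active = GFP/RFP ratio change of at least 30% with cell ATP level not reduced by more than half and red fluorescence within 50% of control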; note: strong numbers were not always called active
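Material: RFP-PRO-GFP reporter HT1080 cells. Dosing: single-point 20 µM compound, 1% DMSO. Controls: DMSO and RFP-L50D-GFP cell wells. Timing: cells overnight before dosing, compound overnight, 37 °C, 5% CO2. Measure: GFP/RFP fluorescence ratio.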
Neddyl block: blocks human cullin neddylation; P61081+Q13564; calls only at 25 µM; TR-FRET cullin neddylation, biochemical; hit rate 0.58% among 360,000; in the data active = inhibition above about 36%
FAS-TE inh: inhibitors of human fatty acid synthase thioesterase domain; AID 602261; hit rate 0.67% among 360,000; inhibition, % at 15 µM; recombinant FAS-TE, OMFH fluorogenic substrate, fluorescence endpoint;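 active = compounds whose normalised, plate-corrected inhibition of enzyme fluorescence in the single-dose primary screen is 50% or more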;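 note: 0% = DMSO with enzyme and 100% = substrate without enzyme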
CSN inh: blocks human CSN-mediated cullin deneddylation. hit rate 0.38% among 360,000. Purified CSN, SCF-Nedd8-OG deneddylation, fluorescence polarization. inhibition, % at 12.5 µM. AID 651999;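 active = pattern-corrected inhibition above about 35%, with an unprinted fluorescence ratio check between 0.5 and 1.5, limit read from the data, passing the limit was not always enough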;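 note: 0% = enzyme with substrate and 100% = substrate without enzyme; some results filed as inactive read as strong as hits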
Target sequence (Q92905 whole entry, looked up, one chain of several): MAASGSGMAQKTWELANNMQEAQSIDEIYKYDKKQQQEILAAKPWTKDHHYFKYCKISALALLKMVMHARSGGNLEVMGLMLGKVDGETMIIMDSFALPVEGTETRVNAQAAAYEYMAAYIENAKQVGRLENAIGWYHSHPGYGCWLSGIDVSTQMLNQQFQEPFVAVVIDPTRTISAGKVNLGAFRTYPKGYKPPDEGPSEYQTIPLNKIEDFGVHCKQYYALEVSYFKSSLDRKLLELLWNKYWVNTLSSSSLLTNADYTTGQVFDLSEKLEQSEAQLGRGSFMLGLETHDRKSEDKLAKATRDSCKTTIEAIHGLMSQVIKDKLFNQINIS
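test system = HEK293T-derived human Csn5 enzyme | amount = 0.24 nM Csn5 enzyme, final concentration | medium = Tris/NaCl/DTT buffer, pH 7.5 | schedule = 90 min reaction at room temperature | signal = FP | evaluation = inhibition of Csn5 cleavage, % | compound dosing = single dose of 12.5 µM compound with 0.25% DMSO | probe or stimulus = 10 nM SCFSkp2-Nedd8OG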
Rpn11 block: Rpn11 (human) deubiquitinase inhibition; human 26S proteasome, Ub4-pepOG fluorescence polarization; 20S core pre-blocked with epoxomicin; calls only at 20 µM; hit rate 0.59% among 360,000; AID 588493;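 active = inhibition at 20 µM, scaled to each plate's controls, above about 33%, limit read from the data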
SKN-1 inh: inhibitors of C. elegans SKN-1. C. elegans VP596 Pgst-4::GFP/RFP ratio, acrylamide-induced, 24 h. inhibition, % at 21.8 µM. hit rate 0.49% among 360,000. AID 624304;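 active = interference check ratio from 0.5 to 1.5 plus GFP to RFP signal ratio inhibition reaching or exceeding a fixed threshold, cut at about 30% in these data, passing the limit was not always enough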; note: some compounds called inactive have numbers as strong as hits
An asterisk follows results filed as active; i = inactive; / = no result given; + = active, no number.

SMILES	MLLE-PAM2 inh	NadD block	Rin1 Abl inh	MT1-MMP act inh	Neddyl block	FAS-TE inh	CSN inh	Rpn11 block	SKN-1 inh
CCc1ccc2nc(Nc3ncc(C(C)=O)c(C)n3)nc(C)c2c1	2.1	5.1	-0.8	1.9	i	-3.7	2.1	i	-1.0
O=C1c2cccnc2C(=O)N1Cc1ccc(S(=O)(=O)N2CCN(c3ccccc3)CC2)cc1	-1.4	4.7	1.7	1.7	i	-0.9	0.5	i	-3.9
O=C(CCC1CCCCC1)Nc1nccs1	3.7	-0.2	2.1	-3.1	i	-4.8	-1.3	i	5.1
COc1cccc(/C=C(/CC(=O)Nc2ccc(N3CCOCC3)cc2)c2nc3ccccc3s2)c1	-36.7	20.1	-1.6	-8.4	i	28.9	4.7	+	6.9
COc1ccc(NC(=O)N(C)C[C@H]2Oc3ccc(NC(=O)CCN4CCOCC4)cc3C(=O)N([C@H](C)CO)C[C@@H]2C)cc1	16.2	0.4	4.9	5.9	i	5.9	-2.8	i	-4.1
CCN1CCN(CCCN(Cc2ccco2)C(=S)Nc2ccc(Cl)c(C)c2)CC1	-68.0	-8.2	-1.8	2.4	i	9.3	13.2	i	5.0
CC1OC(COCc2ccccc2)Cc2[nH][nH]c(=O)c21 (centres undefined)	/	3.1	/	0.9	i	-10.7	-4.2	/	-9.8
O=C(O)CCN=C1CCCc2ccccc2N1	0.5	-5.7	3.0	-4.3	i	-6.9	-2.6	i	2.0
O=C1CCCC(=O)C1=C1SCCS1	4.1	2.5	-2.3	-3.1	i	-9.5	0.9	i	0.0
Cc1ccc(N/C=C/C(=O)c2sc(-c3ccccc3)nc2C)cc1	-36.4	-2.8	1.7	-6.9	i	16.8	8.8	i	-2.8
Cc1nnc(SCc2c(Cl)cccc2Cl)n(N)c1=O	-4.4	-9.8	-1.9	-3.3	i	3.1	12.6	i	6.3
Cc1ccc(CNC(=O)C(OC(=O)c2cccs2)C(C)C)cc1 (centres undefined)	-1.0	-0.4	0.6	-2.0	i	0.1	3.8	i	17.0
Brc1ccc(-c2cn3ccccc3n2)cc1	-11.0	1.8	-4.6	8.8	i	3.6	1.7	i	34.1
CC1=C(C(=O)N(C(C)C)C(C)C)CC(CC(=O)NCCN2CCOCC2)C(=O)N1CCCN1CCCC1=O (centres undefined)	5.0	-3.4	2.4	-0.9	i	-3.3	1.4	i	0.1
CC1=C(C(=O)OCc2ccccc2)C(c2ccc(C)cc2)NC(=O)N1 (centres undefined)	-9.9	-4.0	-0.1	-3.7	i	4.1	1.7	i	-10.4
COc1cccc2cc(C(=O)Nc3ccc(F)cc3)c(=Nc3ccc(C(=O)O)cc3)oc12	3.7	6.4	2.1	3.7	i	22.4	25.9	+	-6.4
CCc1cccc(NC(=O)C2CCCN2C(=O)Nc2ccc(C)cc2)c1 (centres undefined)	9.1	-1.3	3.7	0.0	i	-1.1	-1.3	i	22.1
CCc1ccc(Nc2nc(C)cc(C)c2C(N)=O)cc1	-1.1	-3.6	0.9	1.2	i	-2.5	0.0	i	-4.9
CN(C)c1ccc(C(=O)NCCCSc2ccccc2)cc1	-7.5	-2.8	0.8	1.0	i	8.2	11.0	i	6.4
CCN(CC)CCn1c(=S)[nH]c2cc(C(=O)NCc3ccccc3)ccc2c1=O	-36.2	0.6	-6.3	2.2	i	-5.1	-5.6	i	-0.3
COc1cccc(-c2noc(-c3cccs3)n2)c1	-6.0	-8.4	-1.2	-1.2	i	14.8	6.2	i	91.3*
Cc1ccc(NC(=S)N2CCN(Cc3ccccc3)CC2)c(C)c1	-76.0	-0.4	-1.9	-1.9	i	-10.1	-6.5	i	-5.9
CC1(C)CC(NS(=O)(=O)c2ccccc2)CC(C)(C)N1	5.4	-2.1	1.5	5.2	i	-4.4	0.8	i	-5.7
O=C(O)CC(NS(=O)(=O)Cc1ccccc1)c1cccc([N+](=O)[O-])c1 (centres undefined)	-5.8	-3.8	4.2	-4.6	i	-6.2	0.7	i	0.4
O=C(Cc1ccc(-c2ccccc2)cc1)NCc1cccnc1	-9.4	0.9	1.9	-9.1	i	-0.9	-5.7	i	16.8
SMILES	MLLE-PAM2 inh	NadD block	Rin1 Abl inh	MT1-MMP act inh	Neddyl block	FAS-TE inh	CSN inh	Rpn11 block	SKN-1 inh
NC(=O)c1nn(-c2ccccc2)nc1NC(=O)CN1CCOCC1	-2.3	-4.7	-0.8	1.3	i	-3.3	1.1	i	-1.7
CCCn1c(N)c(C(=O)CSc2nnc3n2CCCCC3)c(=O)n(C)c1=O	4.5	-1.2	1.9	-3.3	i	-6.4	3.0	i	27.1
OCCC1CN(Cc2nc3ccccc3[nH]2)CCN1C1CCCC1 (centres undefined)	-4.0	-2.0	1.8	2.5	i	-4.1	0.0	i	2.9
COc1ccc(NC(=O)CSc2nnnn2C)c([N+](=O)[O-])c1	8.1	-2.6	1.2	-0.7	i	-2.6	-2.2	i	2.8
O=C1c2cccc3cccc(c23)C(=O)N1c1ccncc1	8.4	-5.8	-1.1	0.5	i	-8.9	2.0	i	-6.3
O=c1c2cccc3c2c(nn1CN1CCOCC1)-c1ccccc1-3	2.3	-5.1	-8.4	-10.6	i	-1.8	2.0	i	-6.4
Cc1nc2cc(NC(=O)N3CCCCC3)ccc2n1C	10.7	1.1	-1.5	9.2	i	-3.9	-1.8	i	12.2
COc1ccc(CCNCc2ccc(OCc3ccc(Cl)nc3)c(OC)c2)cc1OC	7.9	-3.6	7.0	-3.4	i	-7.2	-8.1	i	8.2
COc1ccc(NC(=O)N2CCN(C(=O)c3ccco3)CC2)c(OC)c1	9.0	-2.5	0.6	0.6	i	-9.5	-0.1	i	10.5
CC(C)(C)NC(=O)COC(=O)c1snc(C(=O)NC2CCCCC2)c1N	9.5	-7.0	1.6	4.0	i	1.5	7.0	i	-16.3
CCCNC(=O)[C@H]1N2C(=O)c3c(ccc(OC)c3OC)C2SC1(C)C (some centres undefined)	36.0	-5.4	-1.3	-1.9	i	-0.1	1.0	i	4.3
COc1ccc(OCC(=O)N/N=C/c2cccn2-c2cccc(C(=O)O)c2)cc1	-4.5	0.7	-1.1	0.0	i	-6.5	21.9	i	7.9
O=C(NCc1ccccc1)C1CCN(c2nc(-c3ccccc3)nc3c2CCC3)CC1	-11.0	3.8	1.7	1.1	i	19.4	1.5	i	20.1
O=C(Nc1cc(F)cc(F)c1)c1sc(Cl)nc1-c1ccccc1	5.9	-8.6	-49.0	-5.9	i	-5.9	0.6	i	5.8
CSc1ccccc1NC(=O)c1ccc(Br)o1	-4.3	-1.4	-1.3	1.8	i	2.8	-0.5	i	32.5
O=C(O)c1ccc(NS(=O)(=O)c2cc(Cl)ccc2Cl)cc1	5.9	-0.1	1.2	/	i	-6.5	-3.9	i	-21.4
COc1cc(OC)cc(C(=O)NCC(=O)OCc2nc3ccccc3s2)c1	-9.7	-1.6	1.5	-1.2	i	1.8	1.1	i	11.7
CC(=O)NCCSC(=O)c1ccc(F)cc1	3.2	-0.6	0.7	-2.0	i	-5.6	2.1	i	1.8
O=C(COc1ccc(Cl)cc1Cl)NCc1ccncc1	-4.1	-1.6	-0.8	-5.1	i	-4.2	-4.0	i	5.2
Cc1ccsc1/C=N/NC(=O)c1cccc(S(=O)(=O)Nc2ccccc2Cl)c1	-9.8	3.5	0.1	2.3	i	-2.3	-9.0	i	6.2
O=C(NCc1cccnc1)C1CCN(c2ccc(S(=O)(=O)N3CCOCC3)cc2Cl)CC1	-1.8	2.0	-1.1	-6.9	i	-42.7	-11.9	i	-3.4
COc1ccc(NC(=O)CCC(=O)N/N=C/c2ccc([N+](=O)[O-])s2)cc1	-4.4	-8.1	-2.4	-3.4	i	-23.9	2.7	i	7.4
COc1ccc(C(=O)NCCc2c[nH]c3ccccc23)cc1S(=O)(=O)N1CCOCC1	-20.5	-8.0	0.3	-0.3	i	0.1	-5.6	i	-3.0
CSc1nsc(SC)c1NC(=O)Nc1ccccc1C	4.5	4.1	1.4	-1.1	i	-2.0	-4.5	i	3.0
O=C(Nc1ccc(CN2CCCCC2)cc1)c1ccc2c(c1)OCO2	-3.6	5.8	-0.4	-0.4	i	-9.1	-5.9	i	3.0
SMILES	MLLE-PAM2 inh	NadD block	Rin1 Abl inh	MT1-MMP act inh	Neddyl block	FAS-TE inh	CSN inh	Rpn11 block	SKN-1 inh
COCCCNCCOc1ccccc1-c1ccccc1	-2.0	-12.3	2.2	-3.2	i	-8.5	-6.8	i	6.0
COc1ccc(C(=O)Nc2ccc(Br)cc2F)cc1S(=O)(=O)N1CCCC1	2.1	-11.4	-2.2	2.1	i	6.6	0.1	i	-0.3
O=C(Nc1cccc(Cl)c1)OC1CCCCc2cccnc21 (centres undefined)	-1.0	-4.9	-0.5	-2.0	i	10.4	-0.8	i	-5.8
CC(=O)c1c(C)[nH]c(C(=O)NCc2ccccn2)c1C	-2.8	8.1	0.5	10.5	i	-5.6	-2.0	i	-17.0
CC1CC(C)CN(C(=O)c2ccc(S(=O)(=O)N3CCCCC3)cc2)C1 (centres undefined)	6.7	3.3	-3.7	-9.0	i	2.9	-0.7	i	2.5
CCOC(=O)Cc1csc(NC(=O)CCCCCN2C(=O)c3cccc4cccc(c34)C2=O)n1	-9.3	-2.9	-0.6	-8.0	i	4.9	0.7	i	-14.3
CCOP1(=O)C=C(Sc2ccc([N+](=O)[O-])cc2[N+](=O)[O-])C(C)(C)O1 (centres undefined)	27.8	-0.3	5.2	-4.4	i	1.0	1.3	i	-4.9
CCn1ccnc1CN1CCC(CO)(CCOc2ccccc2)CC1	10.9	-5.0	1.6	-1.5	i	-5.1	2.1	i	-6.3
COc1ccc(S(=O)(=O)N2CCOCC2)cc1NC(=O)CSc1cc(C)ccc1C	6.4	-9.4	1.8	-0.2	i	12.8	-3.7	i	3.6
Cc1cccc(C(=O)N2CCc3ccccc3C2)c1[N+](=O)[O-]	12.3	-1.0	1.5	2.3	i	0.4	-0.2	i	6.6
CCn1cc(CNC(=O)c2cc([N+](=O)[O-])c(C)c([N+](=O)[O-])c2)cn1	5.9	2.8	-1.4	-0.3	i	-2.8	0.9	i	-4.3
CC[C@H](C)[C@@H](NC(=O)O[C@@H]1C(=O)c2cc(OC)ccc2O[C@H]1c1ccc(OC)c(Br)c1)C(=O)OC	-11.1	5.4	-3.6	0.5	i	36.3	2.5	i	14.6
O=C(c1ccco1)N1CCN(C(c2ccc(Cl)cc2)c2nnnn2Cc2ccccc2)CC1 (centres undefined)	1.6	5.2	2.0	-3.1	i	20.3	1.4	i	5.4
Cc1cccc(C)c1NC(=O)CN(C)C(=O)c1cccc(S(=O)(=O)N2CCN(C)CC2)c1	-0.2	-3.2	-0.2	1.1	i	-9.0	2.9	i	16.9
Cc1cccc(N2CCN(c3nnc(C(F)(F)F)s3)CC2)c1	-10.1	7.7	-1.7	-0.1	i	10.8	-4.1	i	5.5
Cc1nnc(NC(=O)CSc2nnc(CNC(=O)C34CC5CC(CC(C5)C3)C4)n2C2CCCCC2)s1	1.8	7.7	-0.5	2.2	i	3.7	-4.5	i	3.5

Quoted from the listing for reference:
SMILES	MLLE-PAM2 inh	NadD block	Rin1 Abl inh	MT1-MMP act inh	Neddyl block	FAS-TE inh	CSN inh	Rpn11 block	SKN-1 inh
CCc1ccc2nc(Nc3ncc(C(C)=O)c(C)n3)nc(C)c2c1	2.1	5.1	-0.8	1.9	i	-3.7	2.1	i	-1.0
O=C1c2cccnc2C(=O)N1Cc1ccc(S(=O)(=O)N2CCN(c3ccccc3)CC2)cc1	-1.4	4.7	1.7	1.7	i	-0.9	0.5	i	-3.9
